From PubChem
Rpn11 inh = Rpn11 (PSMD14) deubiquitinase inhibitors, primary screen, biochemical, fluorescence polarization, uHTS | 26S proteasome non-ATPase regulatory subunit 14 (Homo sapiens), O00487 | human 26S proteasome, Ub4-pepOG fluorescence polarization; 20S core pre-blocked with epoxomicin | calls only at 20 µM | 0.59% of 360,000 active;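 active means inhibition at 20 µM, scaled to each plate's controls, above about 33%, limit read from the data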
Scp-1 inhibitor = Scp-1 phosphatase inhibitors, primary screen, biochemical, colorimetric, uHTS | AID 493091, 2011 | Carboxy-terminal domain RNA polymerase II polypeptide A small phosphatase 1 (Homo … | inhibition, % at 20 µM | 0.88% of 340,000 active | Recombinant Scp1, phosphopeptide, malachite green phosphate absorbance;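 active means inhibition above about 50% at 20 µM, limit read from the data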;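 further: plate controls were DMSO wells with enzyme for no effect and wells lacking enzyme for full effect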
Target sequence (Q9GZU7 76-261 limits assumed): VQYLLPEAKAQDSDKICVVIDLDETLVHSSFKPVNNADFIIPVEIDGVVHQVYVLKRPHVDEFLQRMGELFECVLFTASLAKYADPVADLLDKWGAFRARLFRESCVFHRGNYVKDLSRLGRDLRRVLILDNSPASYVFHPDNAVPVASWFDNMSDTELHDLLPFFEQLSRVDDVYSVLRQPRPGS
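Test system: SCP-1 phosphatase catalytic domain, residues 76-261; measured by: colorimetric phosphate reagent with accelerator and stabiliser, absorbance at 630 nm; timing: enzyme reaction 45 min at room temperature, colour 5 min, stabilisation 30 min; also added: Phosphorylated 17-residue peptide substrate; compound dosing: one concentration, 20 µM, with 1.0% DMSO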
STEP block = STEP phosphatase inhibitors, primary screen, biochemical, fluorescence intensity, uHTS | Tyrosine-protein phosphatase non-receptor type 5 (Homo sapiens), P54829 | recombinant STEP, OMFP fluorogenic substrate | inhibition, % at 20 µM | 0.25% of 360,000 active | AID 588621, 2011;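 active means inhibition at 20 µM, scaled per plate between control wells, above about 37%, limit read from the data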;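 further: 0% = DMSO with enzyme and substrate and 100% = substrate only without enzyme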
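Also added – OMFP at 25 µM · Test system – STEP tyrosine phosphatase · Technique – FITC-channel fluorescence of OMFP product · Schedule – 20 min at room temperature, dark · Evaluation – control-normalized % inhibition with plate pattern correction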
SUMO1-SIM PPI = modulators of SUMO1 protein-protein interactions, primary screen, biochemical, uHTS; SUMO1 binding to a labelled peptide, TR-FRET, 1 h; 0.33% of 360,000 active; Small ubiquitin-related modifier 1 (Homo sapiens), P63165; inhibition, % at 20 µM; AID 602429, 2012; in the data active means inhibition above about 37%
Target sequence (P63165 whole entry, looked up): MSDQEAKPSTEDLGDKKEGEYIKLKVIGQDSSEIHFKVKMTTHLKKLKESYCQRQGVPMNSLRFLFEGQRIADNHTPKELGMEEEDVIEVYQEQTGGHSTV
LMPTP block = LMPTP phosphatase inhibitors, primary screen, biochemical, fluorescence intensity, uHTS | Low molecular weight phosphotyrosine protein phosphatase (Homo sapiens), P24666 | recombinant LMPTP-A, OMFP fluorogenic substrate | inhibition, % at 20 µM | 0.22% of 360,000 active;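 active means compounds that cut the enzyme signal by at least half of the control window in the single-dose screen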;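 further: plate controls were DMSO wells with enzyme plus substrate for no effect and substrate without enzyme for full effect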
Target sequence (P24666 whole entry, looked up): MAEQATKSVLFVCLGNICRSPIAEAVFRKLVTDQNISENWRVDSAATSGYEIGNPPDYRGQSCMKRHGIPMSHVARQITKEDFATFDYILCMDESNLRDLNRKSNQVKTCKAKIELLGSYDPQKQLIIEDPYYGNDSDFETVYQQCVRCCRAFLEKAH
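Test system – LMPTP-A enzyme · Amount – LMPTP-A at 0.625 nM final in the reaction · Buffer or medium – Bis-Tris pH 6.0, DTT, detergent · Reagent – OMFP 400 µM · Doses – single 20 µM dose · Schedule – reaction 50 min, room temperature, dark · Detection – fluorescence intensity of OMFP turnover product · Evaluation – percent inhibition versus substrate-only and uninhibited controls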
MsrA inhibitor = bovine MsrA enzyme inhibitors, primary screen, biochemical, absorbance, HTS. Methionine sulfoxide reductase A (Bos taurus). purified bovine MsrA, absorbance read-out. inhibition, % at 15.5 µM. 0.75% of 360,000 active. AID 651718, 2012; in the data active means inhibition above about 4.5%;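 further: 0% = vehicle wells with enzyme and 100% = reference inhibitor wells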
TbMetRS inhib = T. brucei MetRS inhibitors, primary screen, biochemical, luminescence; methionyl-tRNA synthetase (Trypanosoma brucei brucei); purified T. brucei MetRS, ATP depletion, Kinase-Glo luminescence; inhibition, % at 11.9 µM; 0.4% of 360,000 active;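 active means inhibition above a per-plate cutoff of the control wells' mean inhibition plus 3 SD, cut at about 5.5% in these data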;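 further: 0% = DMSO wells median and 100% = median of wells with control inhibitor compound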
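Dosing: 11.9 µM compound single dose, 0.9% DMSO; Assay system: purified T. brucei MetRS enzyme; Measured by: Kinase-Glo luciferase luminescence reporting remaining unconsumed ATP; Schedule: 15 min plus 2 h at 25 °C.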
NadD inh = inhibitors of S. aureus NadD, primary screen, biochemical, colorimetric, uHTS | purified NadD enzyme, colorimetric absorbance read-out | inhibition, % at 20 µM | 0.78% of 360,000 active | AID 602399, 2012; in the data active means inhibition above about 26%; further: some compounds past the cut are filed as inactive
DNMT1 inh = human DNMT1 methyltransferase inhibitors, primary screen, biochemical, molecular beacon, fluorescence, HinP1I cleavage, uHTS; DNA (cytosine-5)-methyltransferase 1 (Homo sapiens), P26358; inhibition (reported as % activation of signal), % at 10 µM; 0.83% of 360,000 active; in the data active means inhibition above about 50%
CSN deneddyl inh = inhibitors of CSN-mediated cullin deneddylation, primary screen, biochemical, fluorescence polarization, uHTS; COP9 signalosome complex subunit 5 (Homo sapiens), Q92905; Purified CSN, SCF-Nedd8-OG deneddylation; inhibition, % at 12.5 µM; 0.38% of 360,000 active; AID 651999, 2013;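 active means pattern-corrected inhibition above about 35%, with an unprinted fluorescence ratio check between 0.5 and 1.5, limit read from the data, passing the limit was not always enough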;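 further: 0% = enzyme with substrate and 100% = substrate without enzyme; some results filed as inactive read as strong as hits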
Target sequence (Q92905 whole entry, looked up, one chain of several): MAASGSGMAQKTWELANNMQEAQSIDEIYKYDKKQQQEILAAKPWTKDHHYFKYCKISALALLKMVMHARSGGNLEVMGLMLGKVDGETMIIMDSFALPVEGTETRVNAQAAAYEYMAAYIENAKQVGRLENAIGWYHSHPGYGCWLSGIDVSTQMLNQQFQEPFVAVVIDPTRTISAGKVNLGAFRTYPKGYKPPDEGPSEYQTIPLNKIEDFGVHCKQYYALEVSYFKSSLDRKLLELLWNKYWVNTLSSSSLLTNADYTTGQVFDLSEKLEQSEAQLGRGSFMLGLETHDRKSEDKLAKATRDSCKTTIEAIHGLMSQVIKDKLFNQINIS
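Test system: Human Csn5 produced in HEK293T cells | Compound: 12.5 µM single point | Times: 90 min, room temperature | Signal: Fluorescence polarization readout | Read-out basis: % inhibition of substrate cleavage by Csn5 | Controls: no-enzyme wells high, enzyme-with-substrate wells low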
Starred values were filed as active, the others as inactive.

How did CNC(=O)C1CC(=O)N(CCCc2ccccc2)C(=Nc2ccccc2)S1 (configuration not stated) do in these assays?
Rpn11 inh: inactive; Scp-1 inhibitor: 15; STEP block: -1; SUMO1-SIM PPI: -1; LMPTP block: 0.5; MsrA inhibitor: 0.7; TbMetRS inhib: -1.4; NadD inh: -1; DNMT1 inh: -2; CSN deneddyl inh: -1

What do the screens show for `Cc1ccc(Cl)cc1-n1c(=O)cc(N2CCN(C(=O)c3ccco3)CC2)[nH]c1=O`?
Rpn11 inh: inactive; Scp-1 inhibitor: -8; STEP block: -1; SUMO1-SIM PPI: 7; LMPTP block: -1.7; MsrA inhibitor: -1.5; TbMetRS inhib: -0.3; NadD inh: -4; DNMT1 inh: 0; CSN deneddyl inh: 0

Results for Cn1cccc1-c1nc2ccc(NC(=O)c3ccccc3)cc2[nH]1 ?
Rpn11 inh: inactive; Scp-1 inhibitor: -7; STEP block: 0; SUMO1-SIM PPI: 3; LMPTP block: 0.6; MsrA inhibitor: 1.5; TbMetRS inhib: -0.5; NadD inh: 5; DNMT1 inh: -9; CSN deneddyl inh: 5

How did CCN(c1cccc(C)c1)S(=O)(=O)c1cc2c3c(c1)CCN3C(=O)CC2 do in these assays?
Rpn11 inh: inactive; Scp-1 inhibitor: -3; STEP block: 0; SUMO1-SIM PPI: 2; LMPTP block: 0.2; MsrA inhibitor: 0.3; TbMetRS inhib: -0.3; NadD inh: -6; DNMT1 inh: 0; CSN deneddyl inh: -1

What do the screens show for `CCOc1cc(/C=C2\C(=N)N3N=C(S(C)(=O)=O)SC3=NC2=O)ccc1OCCOc1cccc(OC)c1`?
Rpn11 inh: inactive; Scp-1 inhibitor: 25; STEP block: 24; SUMO1-SIM PPI: 16; LMPTP block: 7.3; MsrA inhibitor: 0.9; TbMetRS inhib: -0.8; NadD inh: 31*; DNMT1 inh: -13; CSN deneddyl inh: -1

Results for CC(=O)Nc1ccc(S(=O)(=O)NCc2nnnn2-c2ccc(F)cc2)cc1 ?
Rpn11 inh: inactive; Scp-1 inhibitor: -1; STEP block: -2; SUMO1-SIM PPI: 2; LMPTP block: -0.8; MsrA inhibitor: 0.3; TbMetRS inhib: -0.3; NadD inh: -1; DNMT1 inh: 4; CSN deneddyl inh: 3

Results for C=C(C)CNC(=S)N/N=C/C1=CCC2CC1C2(C)C (configuration not stated) ?
Rpn11 inh: inactive; Scp-1 inhibitor: -7; STEP block: 2; SUMO1-SIM PPI: 0; LMPTP block: 0.4; MsrA inhibitor: -0.4; TbMetRS inhib: -0.2; NadD inh: 0; DNMT1 inh: -5; CSN deneddyl inh: -8

Results for CCc1ccc(-c2cc(C)no2)cc1S(=O)(=O)N1CCN(c2ccccc2OC)CC1 ?
Rpn11 inh: inactive; Scp-1 inhibitor: -2; STEP block: 3; SUMO1-SIM PPI: 17; LMPTP block: 4.3; MsrA inhibitor: 0.3; TbMetRS inhib: 0.4; NadD inh: 5; DNMT1 inh: -7; CSN deneddyl inh: -2

How did Cc1cccc(OCC(=O)NCc2ccc(F)cc2)c1 do in these assays?
Rpn11 inh: inactive; Scp-1 inhibitor: 1; STEP block: -2; SUMO1-SIM PPI: 2; LMPTP block: -0.9; MsrA inhibitor: -0.6; TbMetRS inhib: 0.5; NadD inh: -3; DNMT1 inh: 4; CSN deneddyl inh: 1

What do the screens show for `CC1CCCN(C(=O)c2ccccc2OC2CCN(S(C)(=O)=O)CC2)C1` (configuration not stated)?
Rpn11 inh: inactive; Scp-1 inhibitor: 0; STEP block: 0; SUMO1-SIM PPI: -4; LMPTP block: -0.1; MsrA inhibitor: -1.3; TbMetRS inhib: -1.1; NadD inh: -1; DNMT1 inh: 1; CSN deneddyl inh: -2

What do the screens show for `O=C(CNC(=O)c1ccccc1Cl)Nc1ccncc1`?
Rpn11 inh: inactive; Scp-1 inhibitor: -1; STEP block: 1; SUMO1-SIM PPI: -4; LMPTP block: -1.2; MsrA inhibitor: -1.2; TbMetRS inhib: -0.4; NadD inh: 5; DNMT1 inh: 6; CSN deneddyl inh: 2

How did CN(Cc1c(C(=O)N/N=C/c2ccccc2)nnn1-c1nonc1N)c1ccccc1 do in these assays?
Rpn11 inh: inactive; Scp-1 inhibitor: -3; STEP block: 0; SUMO1-SIM PPI: -2; LMPTP block: 0.3; MsrA inhibitor: 0.0; TbMetRS inhib: 0.8; NadD inh: 11; DNMT1 inh: -5; CSN deneddyl inh: -2

Results for COc1ccc(Cl)cc1N(C(C)=O)c1nc(C)cc(C)c1C#N ?
Rpn11 inh: inactive; Scp-1 inhibitor: -6; STEP block: 1; SUMO1-SIM PPI: 6; LMPTP block: -1.6; MsrA inhibitor: -1.0; TbMetRS inhib: -1.2; NadD inh: 1; DNMT1 inh: 3; CSN deneddyl inh: 2

What do the screens show for `O=c1[nH]nnc2c1sc1nc(N3CCOCC3)c3c(c12)CCCC3`?
Rpn11 inh: inactive; Scp-1 inhibitor: -2; STEP block: 0; SUMO1-SIM PPI: -1; LMPTP block: -14; MsrA inhibitor: -0.2; TbMetRS inhib: 0.2; NadD inh: 6; DNMT1 inh: 95*; CSN deneddyl inh: 6

How did CCCCc1nc2ccccc2[nH]1 do in these assays?
Rpn11 inh: inactive; Scp-1 inhibitor: -7; STEP block: 1; SUMO1-SIM PPI: 2; LMPTP block: -1.0; MsrA inhibitor: -0.7; TbMetRS inhib: -0.2; NadD inh: -4; DNMT1 inh: -1; CSN deneddyl inh: 5

Results for Cc1ccc(NC(=O)C2CCN(S(=O)(=O)c3cc([N+](=O)[O-])ccc3Cl)CC2)nc1 ?
Rpn11 inh: inactive; Scp-1 inhibitor: 23; STEP block: 1; SUMO1-SIM PPI: -24; LMPTP block: -0.6; MsrA inhibitor: 0.2; TbMetRS inhib: -0.2; NadD inh: 3; DNMT1 inh: 8; CSN deneddyl inh: 3

What do the screens show for `O=C1CCCN2N=C(SCC(=O)Nc3ccc(Br)cc3)SC2=N1`?
Rpn11 inh: inactive; Scp-1 inhibitor: 11; STEP block: 1; SUMO1-SIM PPI: 1; LMPTP block: 0.9; MsrA inhibitor: -1.3; TbMetRS inhib: -0.4; NadD inh: 0; DNMT1 inh: 1; CSN deneddyl inh: 2

How did CCCCNC(=O)c1cc2c(=O)n3cccc(C)c3nc2s1 do in these assays?
Rpn11 inh: inactive; Scp-1 inhibitor: 1; STEP block: -1; SUMO1-SIM PPI: -7; LMPTP block: -0.1; MsrA inhibitor: 0.3; TbMetRS inhib: -1.0; NadD inh: -5; DNMT1 inh: 1; CSN deneddyl inh: -1

How did COC(=O)/C=C/c1ccc(-n2ccnc2)cc1 do in these assays?
Rpn11 inh: inactive; Scp-1 inhibitor: -3; STEP block: 1; SUMO1-SIM PPI: -16; LMPTP block: -0.1; MsrA inhibitor: -0.5; TbMetRS inhib: 0.0; NadD inh: -2; DNMT1 inh: -2; CSN deneddyl inh: -3

Results for Cc1cc(C)nc(NN2C(=O)/C(=C/c3ccccc3)SC2=S)n1 ?
Rpn11 inh: inactive; Scp-1 inhibitor: -6; STEP block: 5; SUMO1-SIM PPI: 1; LMPTP block: 0.6; MsrA inhibitor: -0.1; TbMetRS inhib: -0.6; NadD inh: -6; DNMT1 inh: 6; CSN deneddyl inh: -4

How did CCS(=O)(=O)c1ccc(O)c(NC(=O)Nc2cccc3ccccc23)c1 do in these assays?
Rpn11 inh: inactive; Scp-1 inhibitor: -15; STEP block: 0; SUMO1-SIM PPI: -4; LMPTP block: 0.2; MsrA inhibitor: 0.2; TbMetRS inhib: -0.2; NadD inh: -1; DNMT1 inh: 1; CSN deneddyl inh: 1

Results for CCOc1ccc(NC(=O)C/C(C)=N/NC(=O)COc2ccc(Br)cc2C)cc1 ?
Rpn11 inh: inactive; Scp-1 inhibitor: -2; STEP block: 0; SUMO1-SIM PPI: 4; LMPTP block: 2.1; MsrA inhibitor: -1.2; TbMetRS inhib: 0.0; NadD inh: -7; DNMT1 inh: -2; CSN deneddyl inh: -2

What do the screens show for `CSc1ncccc1C(=O)OCC(=O)N1CC2(C)CC1CC(C)(C)C2` (configuration not stated)?
Rpn11 inh: inactive; Scp-1 inhibitor: -10; STEP block: -3; SUMO1-SIM PPI: 8; LMPTP block: -0.2; MsrA inhibitor: 0.1; TbMetRS inhib: -0.2; NadD inh: -4; DNMT1 inh: 5; CSN deneddyl inh: -1

Results for CN(CCO)c1nc(N)c(C#N)c(CC#N)c1C#N ?
Rpn11 inh: inactive; Scp-1 inhibitor: 1; STEP block: 4; SUMO1-SIM PPI: 8; LMPTP block: -1.5; MsrA inhibitor: 2.3; TbMetRS inhib: -0.1; NadD inh: 1; DNMT1 inh: -2; CSN deneddyl inh: -5

How did O=C(/C=C/c1ccc([N+](=O)[O-])cc1)NCc1ccco1 do in these assays?
Rpn11 inh: inactive; Scp-1 inhibitor: -3; STEP block: -3; SUMO1-SIM PPI: -22; LMPTP block: -0.2; MsrA inhibitor: 1.8; TbMetRS inhib: 0.5; NadD inh: -1; DNMT1 inh: -4; CSN deneddyl inh: -13

Results for COc1ccc(-c2nc(-c3ccc(C(=O)O)cc3)no2)cc1 ?
Rpn11 inh: inactive; Scp-1 inhibitor: 6; STEP block: 2; SUMO1-SIM PPI: 4; LMPTP block: -0.4; MsrA inhibitor: 0.5; TbMetRS inhib: -0.1; NadD inh: -2; DNMT1 inh: 2; CSN deneddyl inh: 2
